ATG4B inhibitor: ATG4B (human) cysteine protease inhibition; ATG4B cleavage of LC3-PLA2, NBD-HPC fluorescence, 1 h; inhibition, % at 8.33 µM; AID 504462; hit rate 0.51% among 340,000; in the data active means inhibition above about 40%
Target sequence (Q9Y4P1 whole entry, looked up): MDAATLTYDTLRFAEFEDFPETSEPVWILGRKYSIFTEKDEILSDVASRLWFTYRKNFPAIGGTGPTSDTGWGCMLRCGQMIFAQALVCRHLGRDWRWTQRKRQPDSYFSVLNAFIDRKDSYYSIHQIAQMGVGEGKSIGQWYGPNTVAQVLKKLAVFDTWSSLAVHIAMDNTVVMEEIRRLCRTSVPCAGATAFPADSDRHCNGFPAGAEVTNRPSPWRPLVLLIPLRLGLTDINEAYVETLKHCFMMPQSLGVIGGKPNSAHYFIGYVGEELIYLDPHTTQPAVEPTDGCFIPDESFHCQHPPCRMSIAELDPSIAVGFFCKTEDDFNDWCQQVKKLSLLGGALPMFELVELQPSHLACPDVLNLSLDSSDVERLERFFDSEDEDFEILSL
MIN6 prolif: induces beta-cell replication in MIN6 cells; MIN6 cells proliferation, ATPlite luminescence, 48 h; cells starved in 0.2% serum; 100% = growth in 10% serum; proliferation, % at 10 µM; hit rate 0.29% among 330,000;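 active means compounds whose signal lies at least 3.5 SD above the mean of all wells on their plate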;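 further: 0% = DMSO-treated cells in low-serum medium and 100% = 10% serum control; some compounds called inactive have numbers as strong as hits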
A3A deaminase: inhibitors of human APOBEC3A DNA deaminase | P31941 | recombinant A3A, FAM/TAMRA ssDNA deamination fluorescence | inhibition, % at 20 µM | hit rate 0.41% among 330,000 | AID 493011;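 active means at least 40% inhibition at 20 µM here, with at most 30% in a related deaminase screen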;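 further: plate controls were A3A with DMSO for no effect and wells lacking A3A enzyme for full effect; some results filed as inactive read as strong as hits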
Target sequence (P31941 whole entry, looked up): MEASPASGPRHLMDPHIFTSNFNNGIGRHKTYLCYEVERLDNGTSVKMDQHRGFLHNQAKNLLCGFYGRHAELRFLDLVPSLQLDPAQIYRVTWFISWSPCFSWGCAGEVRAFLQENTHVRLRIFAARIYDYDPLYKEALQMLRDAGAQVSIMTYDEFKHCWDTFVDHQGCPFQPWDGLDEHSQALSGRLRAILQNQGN
mIAP inh: blocks mouse intestinal alkaline phosphatase. hit rate 0.2% among 330,000. AID 2806. purified mouse IAP, CDP-Star luminescence, 30 min. inhibition, % at 10 µM;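 active means inhibition of at least 40% at 10 µM in the primary screen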;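 further: plate controls were DMSO with enzyme for no effect and no enzyme wells for full effect; values of inactives mirror those of a sister screen read the other way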
hIAP inh: human IAP inhibition. P09923. purified IAP, CDP-Star luminescence, 30 min. inhibition, % at 10 µM. hit rate 0.12% among 330,000. AID 2544;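 active means inhibition reaching a set limit with compound at 10 µM in the primary screen, cut at about 35% in these data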;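 further: plate controls were DMSO wells with enzyme for no effect and no-enzyme buffer wells for full effect; values of inactives mirror those of a sister screen read the other way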
MPTP block: permeability transition pore inhibition; inhibition, % at 10 µM; isolated mouse mitochondria, Ca2+ swelling absorbance, 30 min; hit rate 1.4% among 360,000;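 active means inhibition of 50% or more, scaled per plate between neutral and stimulator controls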;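 further: 0% = DMSO wells given calcium and 100% = 1 mM EGTA wells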
mIAP act: mouse IAP activation; hit rate 0.24% among 330,000; muIAP, CDP-Star luminescence, 30 min; stronger effect = higher value; 1 = vehicle-only enzyme signal, 0 = enzyme-free wells; activation factor at 10 µM;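 active means activation factor of at least 2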; further: the source names both 10 and 20 µM as test concentration; values of inactives mirror those of a sister screen read the other way
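Assay system: mouse IAP enzyme; reagent: chemiluminescent substrate CDP-Star; dosing: test compounds delivered from DMSO solution; schedule: 30 min at room temperature; measured by: luminescence from enzymatic CDP-Star hydrolysis; controls: DMSO-only wells and no-enzyme negative control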
A3G deaminase: APOBEC3G (human) deaminase inhibition; hit rate 0.28% among 330,000; recombinant A3G, ssDNA deamination FAM/TAMRA fluorescence; inhibition, % at 20 µM; Q9HC16;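 active means inhibition of at least 40% at 20 µM, with no more than 30% in the related APOBEC3A deaminase screen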;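 further: plate controls were DMSO wells with A3G for no effect and wells lacking A3G enzyme for full effect; some compounds called inactive have numbers as strong as hits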
Target sequence (Q9HC16 whole entry, looked up): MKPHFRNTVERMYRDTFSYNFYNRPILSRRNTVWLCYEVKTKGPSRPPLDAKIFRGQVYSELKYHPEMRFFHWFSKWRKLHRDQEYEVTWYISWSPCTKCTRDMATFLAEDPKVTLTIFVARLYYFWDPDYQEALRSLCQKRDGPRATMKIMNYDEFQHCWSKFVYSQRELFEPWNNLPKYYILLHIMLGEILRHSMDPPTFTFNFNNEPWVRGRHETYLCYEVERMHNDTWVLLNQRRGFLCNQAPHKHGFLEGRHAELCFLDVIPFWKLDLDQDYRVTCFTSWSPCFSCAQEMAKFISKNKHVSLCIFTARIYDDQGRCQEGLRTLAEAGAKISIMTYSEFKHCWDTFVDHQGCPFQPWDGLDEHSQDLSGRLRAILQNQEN
hIAP activ: human IAP activation. P09923. purified human IAP, CDP-Star luminescence, 30 min; stronger effect = higher value; 1 = vehicle-only enzyme, 0 = enzyme-free background. activation factor at 10 µM. hit rate 0.16% among 330,000;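 active means activation factor of the enzyme at least 2-fold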; further: the source names both 10 and 20 µM as test concentration; values of inactives mirror those of a sister screen read the other way
* marks the source's active call; other numbers are inactive results; . = no result given.

SMILES	ATG4B inhibitor	MIN6 prolif	A3A deaminase	mIAP inh	hIAP inh	MPTP block	mIAP act	A3G deaminase	hIAP activ
O=C(Cc1ccccc1F)Nc1ccc(SC(F)F)cc1	-12	-4	-4	4	-17	11	0.95	-8	1.2
CCOC(=O)c1c(NC(=O)CSc2nnc(-c3c[nH]c4ccccc34)n2CCOC)sc2c1CCCCC2	7	-7	-7	-25	18	-0.9	1.3	-12	0.82
C=CCOc1ccc(/C=C/C(=O)OCC(=O)N2CCC(c3ccccc3)=N2)cc1	-9	-4	1	14	-7	1.5	0.86	2	1.1
Cc1ccc2c(c1)sc1nc(=O)n(-c3ccc(Cl)cc3)c(=O)n12	-3	-6	0	-9	8	4.8	1.1	-3	0.92
CC(C)(C)C(=O)/C=c1\[nH]c(=O)/c(=C\c2ccc(F)cc2)s1	-9	-4	-4	15	5	2.4	0.85	-4	0.95
Cn1c(N)c(C(=O)COC(=O)c2ccc(Cl)nc2)c(=O)n(C)c1=O	6	-2	4	-5	-8	0.3	1	-5	1.1
CN(C)CCN1C(=O)NC(C)(c2ccc([N+](=O)[O-])cc2)C1=O (stereo not given)	4	-2	-6	0	17	-2.8	1	-10	0.83
CCC1CCCCN1Cc1nc(Cc2ccccc2Cl)no1 (stereo not given)	-2	0	0	3	0	-0.3	0.97	-4	1
O=C(NCc1ccc(F)cc1)C1CCN(S(=O)(=O)N2CCCCC2)CC1	1	-2	1	-6	2	3.1	1.1	2	0.98
CCOC(=O)N1CCC(n2c(SCC(=O)Nc3nccs3)nc3ccsc3c2=O)CC1	-4	-2	1	-3	3	-1.7	1	-4	0.97
Cc1cccc(C(=O)Nc2cccc(OCC(=O)O)c2)c1	-5	-3	0	7	5	0.8	0.93	-2	0.95
O=C(Nc1ccc2c(c1)CCC2)c1ccccc1Br	5	-3	5	-13	-4	3.8	1.1	-8	1
CC(C)(C)c1ccc(COC(=O)CN2C(=O)NC3(CCCC3)C2=O)cc1	-11	-7	-2	3	-22	-0.7	0.97	-10	1.2
COC1=C(Nc2ccc(O)cc2)C(=O)c2ccccc2C1=O	-6	-3	-5	6	12	-7.9	0.94	-7	0.88
CCc1nn(C)c(-c2n[nH]c(=S)n2N)c1Cl	0	-3	-7	4	-3	3.4	0.96	27	1
O=C(CSc1nnc(CNC(=O)c2cccs2)o1)NCc1ccc(F)cc1	-10	0	1	-3	1	-0.3	1	-2	0.99
COc1cccc(NC(=O)CN2C(=O)NC(C)(CCC(C)C)C2=O)c1 (stereo not given)	-14	-4	8	-16	11	-0.4	1.2	1	0.89
Cc1ccc(S(=O)(=O)NC23CC4CC(CC(C4)C2)C3)cc1	-4	-1	-4	-12	-22	-1.6	1.1	-8	1.2
CCOC(=O)C1=C(O)CSC1=Nc1ccc(Cl)cc1	-2	1	-3	4	-18	-0.2	0.96	-7	1.2
COc1ccc([N+](=O)[O-])cc1NC(=S)Nc1ccccc1	-10	3	-4	11	0	-7.4	0.89	-7	1
NC(N)=NCCC[C@H](NC(=O)OCc1ccccc1)C(=O)O	-4	9	-2	-6	2	-1.2	1.1	-11	0.98
CC(C)CC(C(=O)O)C(C)CC(=O)Nc1ccn(-c2ccccc2)n1 (stereo not given)	2	5	1	-8	-9	1.5	1.1	-2	1.1
CCCn1c(SCC(=O)NCc2ccccc2)nnc1-c1ccncc1	-10	-2	-5	0	-38	-3.2	1	-3	1.4
O=C(Oc1c(Cl)cc(Cl)c2cccnc12)N1CCCCC1	10	0	-1	-3	-3	0.2	1	-2	1
Cc1ccc2sc(N(CCCN(C)C)C(=O)c3nc4ccccc4s3)nc2c1C	1	-3	6	3	7	6.8	0.97	0	0.93

The closing 2 entries of the section above are carried over, then new ones follow:
SMILES	ATG4B inhibitor	MIN6 prolif	A3A deaminase	mIAP inh	hIAP inh	MPTP block	mIAP act	A3G deaminase	hIAP activ
O=C(Oc1c(Cl)cc(Cl)c2cccnc12)N1CCCCC1	10	0	-1	-3	-3	0.2	1	-2	1
Cc1ccc2sc(N(CCCN(C)C)C(=O)c3nc4ccccc4s3)nc2c1C	1	-3	6	3	7	6.8	0.97	0	0.93
COC(=O)c1ccc(NC(=O)N2CCCC(C(=O)c3ccccc3OC)C2)cc1 (stereo not given)	-10	-1	-7	-20	-8	70*	1.2	-6	1.1
Cc1nnc(SC(C)C(=O)Nc2ccc(N3CCOCC3)cc2)n1Cc1ccccc1 (stereo not given)	0	-3	-3	0	-35	-0.3	1	-12	1.4
CCN1CCN(c2nnc(-c3ccc(F)cc3)c3ccccc23)CC1	-8	0	-1	-5	3	1.2	1.1	-5	0.97
CCOC(=O)C1CCN(C(=O)COC(=O)C2CCN(S(=O)(=O)c3ccc(C)c(C)c3)CC2)CC1	-1	0	2	-2	-2	-1.6	1	-2	1
c1n[nH]c(SCCCCSc2ncn[nH]2)n1	-3	-2	0	16	-92	-7.8	0.84	-4	1.9
O=c1cc(-c2ccc3c(c2)OCCO3)oc2ccc(Cl)cc12	0	-2	-1	-6	8	2.8	1.1	-5	0.93
CCCCOc1ccc(/C(N)=N/O)cc1	-1	-3	-2	5	11	-0.6	0.95	-4	0.89
COc1ccc(/C=N/N2CCOCC2)cc1O	34	0	-1	1	10	-1.4	0.99	-2	0.9
CCCc1cc(=O)oc2cc(OCC(=O)NCCc3c[nH]c4ccccc34)ccc12	-4	-1	-3	8	-5	0.3	0.92	-7	1.1
Cc1cccc(C(OC(=O)c2ccco2)C(=O)NCc2ccccc2)n1 (stereo not given)	1	-3	-5	4	-11	0.1	0.95	-7	1.1
N#Cc1ccccc1OCC(=O)N1CCc2ccccc2C1	-7	-2	-2	5	9	1.0	0.95	-5	0.91
CCN(CC(=O)NCc1cccs1)C(=O)c1ccccc1Cl	0	1	10	-2	-5	-1.0	1	25	1.1
Cc1ccccc1C1CC(c2ccc(F)cc2)Nc2nc(N)nn21 (stereo not given)	7	3	-3	4	-14	-3.2	0.96	-6	1.1
CCN1CCN(CCC(=O)Nc2ccc3c(c2)OCO3)CC1	-11	-4	9	4	-6	1.0	0.96	-3	1.1
Cc1cc(Cn2nc(-c3ccccc3)cc2C(=O)NCc2cccc(Br)c2)on1	28	-7	0	-299	-10	11	4*	3	1.1
COc1cc(/C=C(\C#N)C(N)=O)ccc1OS(=O)(=O)c1ccc(C)cc1	-3	0	1	3	7	-1.2	0.97	-4	0.93
CCN(C(=O)COC(=O)c1ccccc1NC(=O)c1ccco1)C1CCS(=O)(=O)C1 (stereo not given)	-5	-5	0	5	-5	0.5	0.95	0	1.1
CC(C)(C)N(Cc1cc2ccccc2[nH]c1=O)C(=O)c1cccnc1	-8	-2	13	10	-20	0.9	0.9	2	1.2
CC1Oc2ccccc2C=C1/C=N/NC(=O)c1ccccc1 (stereo not given)	5	-2	-4	6	2	8.9	0.94	4	0.98
CCOC(=O)C1CCCN(C(=O)CN2C(=O)COc3ccc(C(C)(C)C)cc32)C1 (stereo not given)	-8	0	-2	-1	-9	1.3	1	-3	1.1
CCN(CC)CCNc1ncnc2c1sc1nc(N3CCCC3)c3c(c12)CC(C)(C)OC3	0	-6	-3	-6	-16	35	1.1	-11	1.2
CCOC(=O)c1c(C)n(C)c2ccc(OCC(O)CN3C(=O)c4ccccc4S3(=O)=O)cc12 (stereo not given)	-6	-1	3	2	14	-1.1	0.98	2	0.86
CCC(C)NC(=S)N(Cc1cc2cc(C)ccc2n2nnnc12)CC(C)(C)NC(C)C (stereo not given)	-6	-2	-1	2	12	0.4	0.98	-2	0.88
O=C(Nc1ccc(NC(=O)c2cc3ccccc3o2)cc1)c1ccc2c(c1)OCCO2	-5	0	1	-6	-4	0.1	1.1	-9	1
COc1cccc(C(=O)NCCS(=O)(=O)NCc2ccco2)c1	-4	1	1	-4	2	-0.8	1	0	0.97

Full records, quoted from the list. Screens in order: ATG4B inhibitor | MIN6 prolif | A3A deaminase | mIAP inh | hIAP inh | MPTP block | mIAP act | A3G deaminase | hIAP activ
COc1cccc(C(=O)NCCS(=O)(=O)NCc2ccco2)c1 reads -4 | 1 | 1 | -4 | 2 | -0.8 | 1 | 0 | 0.97
CCOC(=O)c1c(C)n(C)c2ccc(OCC(O)CN3C(=O)c4ccccc4S3(=O)=O)cc12 (stereo not given) reads -6 | -1 | 3 | 2 | 14 | -1.1 | 0.98 | 2 | 0.86

(more compounds)
SMILES	ATG4B inhibitor	MIN6 prolif	A3A deaminase	mIAP inh	hIAP inh	MPTP block	mIAP act	A3G deaminase	hIAP activ
CC(=O)Nc1ccc(S(=O)(=O)N(C)c2ccc(OCC(=O)Nc3ccccc3C(C)=O)cc2)cc1	-18	-3	-1	0	6	-1.6	1	-6	0.94
CC(=O)Nc1ccc(NC(=O)Nc2ccc(C)c(C)c2)cc1	-9	1	0	-20	22	0.3	1.2	-1	0.79
COc1ccccc1CN1CC(C(=O)NC2CCOCC2)CCC1=O (stereo not given)	3	-2	-1	-10	13	-2.2	1.1	-12	0.87
Cc1ccc(OCC(=O)N(Cc2ccccc2)C(C)(C)C)c([N+](=O)[O-])n1	2	0	2	1	-8	-0.2	0.99	-8	1.1
COc1ccc(CNC(=O)C(=O)NCC2OCCN2S(=O)(=O)c2ccc(OC)cc2)cc1 (stereo not given)	3	3	2	-3	2	1.6	1	11	0.98
COc1ccc(C)cc1S(=O)(=O)N1CCCC(C(=O)N2CCN(c3ccccc3)CC2)C1 (stereo not given)	-4	-4	0	-6	4	0.8	1.1	8	0.96
Cc1noc(NS(=O)(=O)c2ccc(N3C(=O)c4ccccc4C3=O)cc2)c1C	-20	0	-4	2	20	0.3	0.98	-3	0.8
Cc1nc2nc(-c3ccc(Cl)cc3)nn2c(C)c1Cl	.	-3	1	2	13	.	0.98	-3	0.87
O=C(CNC(=O)c1ccc(-c2ccccc2)cc1)Nc1ccc(S(=O)(=O)Nc2ncccn2)cc1	1	-1	1	14	9	3.2	0.86	-6	0.91
C/C(CC(=O)Nc1ccc(N(C)C)cc1)=N\NC(=O)c1ccccc1O	3	-2	-10	19	19	6.8	0.81	-8	0.81
O=C(NCCN1CCN(Cc2ccccc2)CC1)c1ccc(CS(=O)(=O)c2ccc(Br)cc2)o1	3	4	-2	9	-36	-1.7	0.91	-5	1.4
CN(C)C(=O)c1nnc(Cc2ccc(Cl)cc2)o1	-2	-4	0	-3	-12	-0.8	1	0	1.1
CSc1ccccc1NC(=O)COc1ccccc1C	10	-1	0	-21	-10	-2.4	1.2	-5	1.1
Cc1ccc(/C=N/NC(=O)c2cccs2)o1	0	0	0	19	10	0.2	0.81	-5	0.9
CCOc1cc(/C=N/Nc2nc(N3CCCCC3)nc(N3CCCCC3)n2)ccc1OC(=O)c1ccco1	-7	3	0	5	7	1.8	0.95	-3	0.93
CCN1CCN(Cc2c(C(=O)N/N=C(\C)c3ccc(Cl)c(Cl)c3)nnn2-c2nonc2N)CC1	.	-4	-2	6	-12	.	0.94	-6	1.1
CN(C(=O)CSC(=O)c1ccccc1)c1ccccc1	-3	2	-5	22	-10	1.9	0.78	-1	1.1
NCCNC(=O)c1ncsc1-c1cccc(F)c1	-1	0	5	-1	-14	-1.1	1	-1	1.1
O=C(NCc1ccco1)c1cc(-c2ccccn2)nc2ccccc12	0	-1	8	3	6	0.7	0.97	3	0.94
Nc1ccc(C(=O)N2N=C(c3ccccc3)CC2(O)C(F)(F)F)cc1 (stereo not given)	-3	-2	-4	7	-1	0.3	0.93	-10	1
COc1ccc(N(C(=O)c2ccco2)S(=O)(=O)c2cccs2)cc1	-9	0	-1	3	-8	-1.6	0.97	-3	1.1
Cc1csc(-c2cnn(-c3ccccc3)c2NC(=O)c2ccc(C(F)(F)F)cc2)n1	-12	-4	-15	16	1	0.1	0.84	-5	0.99
Cc1ccc(Nc2nc3ccccc3nc2-n2nc(C)cc2C)cc1	-10	-6	0	6	6	2.3	0.94	-8	0.94

Compound activity: PubChem BioAssay, Sanford-Burnham Center for Chemical Genomics
